Compound activity (PubChem BioAssay)
DDE Tn6 FP inh – DD(E)-Tn6 binding inhibition, primary FP screen; P02675; Fibrin DD(E) TRITC-Tn6 fluorescence polarization displacement; inhibition, % at 8.3 µM; 370,000 tested, 0.21% active;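 active = inhibition above a per-campaign cutoff: mean of compounds within control limits plus 3 SD, cut at about 15% in these data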;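 note: 0% = median of all compound wells on the plate and 100% = blocking peptide control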
Target sequence (P02675 whole entry, looked up): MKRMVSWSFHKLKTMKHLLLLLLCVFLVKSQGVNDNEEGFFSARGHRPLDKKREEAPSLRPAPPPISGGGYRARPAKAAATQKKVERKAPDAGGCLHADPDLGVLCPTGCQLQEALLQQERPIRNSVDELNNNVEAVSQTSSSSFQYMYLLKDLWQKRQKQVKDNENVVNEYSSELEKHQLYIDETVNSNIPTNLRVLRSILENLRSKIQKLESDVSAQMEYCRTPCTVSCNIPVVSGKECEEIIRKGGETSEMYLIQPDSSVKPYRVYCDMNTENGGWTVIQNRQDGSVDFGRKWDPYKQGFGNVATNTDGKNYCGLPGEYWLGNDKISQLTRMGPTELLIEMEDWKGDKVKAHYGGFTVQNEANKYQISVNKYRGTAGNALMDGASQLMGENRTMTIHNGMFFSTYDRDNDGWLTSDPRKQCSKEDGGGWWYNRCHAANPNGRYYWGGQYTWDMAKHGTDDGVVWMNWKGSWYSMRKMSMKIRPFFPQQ
ASAP1 inh – blocks human ASAP1-stimulated Arf1 GTP hydrolysis | Q9ULH1 | GDP FP detection | inhibition, % at 16.5 µM | 360,000 tested, 0.19% active | AID 624377; in the data active = inhibition above about 25%;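 note: 0% = vehicle with enzyme and substrate and 100% = no enzyme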
sPLA2-III inh – Inhibits HGIII-sPLA2 liposome hydrolysis, primary screen. 370,000 tested, 0.56% active. AID 743126. inhibition, % at 12.2 µM. QFRET BODIPY PC-A2 liposome hydrolysis, fluorescence;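 active = inhibition above mean plus 3 SD of compounds lying within the high and low control bounds, cut at about 19% in these data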;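 note: 0% = median of test compound wells and 100% = no enzyme DMSO wells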
ADAM10 inh – inhibits human ADAM10; O14672; recombinant ADAM10, EDANS/DABCYL FRET peptide cleavage, 3 h; inhibition, % at 7 µM; 370,000 tested, 0.62% active; AID 720582;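 active = inhibition above a per-campaign cutoff equal to the mean of compounds falling between control-based bounds plus 3 SD, cut at about 20% in these data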;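 note: 0% = DMSO wells while the 100% control is not disclosed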
FXN GAA850 act – frataxin GAA850 promoter activation. HEK293 lucGAA850 FXN promoter luciferase reporter, 24 h; percent of 10 µM SAHA response. activation, % at 6 µM. 360,000 tested, 0.56% active. AID 540364;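 active = activation above the average of all compounds screened plus 3 SD, cutoff fixed separately per campaign, cut at about 7.5% in these data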;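 note: 0% = DMSO wells and 100% = 10 µM SAHA wells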
rCAG RNA binder – molecules binding r(CAG) RNA repeats; r(CAG) RNA repeat, TO-PRO-1 dye displacement fluorescence; AID 651821; inhibition, % at 3 µM; 370,000 tested, 1.3% active;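 active = inhibition above the plate cutoff, the mean of all test compounds on that plate plus 3 SD, cut at about 35% in these data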;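 note: 0% = DMSO alone and 100% = 100 µM mitoxantrone as full dye displacement; higher means more dye released from RNA so lower well fluorescence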
ARFGAP1 inhibitor – inhibitors of rat ARFGAP1 | Arfgap1-stimulated ARF1 GTP hydrolysis, GDP FP detection | 360,000 tested, 0.26% active | inhibition, % at 16.5 µM | Q62848;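 active = inhibition above a per-plate limit, mean inhibition of low control wells plus 3 SD, cut at about 25% in these data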;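 note: 0% = DMSO wells with enzyme and 100% = wells lacking Arfgap1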
Target sequence (Q62848 1-136 limits assumed): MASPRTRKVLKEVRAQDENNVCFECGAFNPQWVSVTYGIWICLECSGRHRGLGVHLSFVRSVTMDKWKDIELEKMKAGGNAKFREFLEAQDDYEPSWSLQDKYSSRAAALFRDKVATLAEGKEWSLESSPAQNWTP
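Material: rat Arfgap1 catalytic domain, aa 1-136; also added: human ARF1(Δ1-17)-GTP substrate; compound dosing: one concentration, 16.5 µM, DMSO 1.26%; incubation: GTP hydrolysis reaction 2 h at 25 °C; measured by: Tracer-displacement fluorescence polarization with EDTA stop, 620/688 nm; evaluation: % inhibition from polarization; repeats: one replicate per compound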
KLK7 zymogen act – activates the human kallikrein-7 zymogen; 370,000 tested, 0.9% active; AID 652039; purified proKLK7, EDANS-DABCYL substrate fluorescence; 100% is mature enzyme control, 0% vehicle; P49862; activation, % at 7 µM;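 active = activation above the mean of all tested compounds plus 3 SD, computed per campaign excluding outliers beyond control limits, cut at about 13% in these data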
Target sequence (P49862 whole entry, looked up): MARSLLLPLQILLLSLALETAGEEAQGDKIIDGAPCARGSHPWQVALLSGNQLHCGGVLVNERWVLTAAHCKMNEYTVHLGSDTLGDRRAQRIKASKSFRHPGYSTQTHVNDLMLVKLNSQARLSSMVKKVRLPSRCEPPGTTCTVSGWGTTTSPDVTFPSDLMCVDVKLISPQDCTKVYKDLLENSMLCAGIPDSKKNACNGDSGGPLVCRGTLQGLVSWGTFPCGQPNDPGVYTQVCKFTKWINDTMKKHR
GC-A act – GC-A (human) enzyme activation; P16066; HEK293 GC-A cells, cGMP TR-FRET, EC30 ANP; 0% at EC30 ANP, 100% saturating ANP; activation, % at 10 µM; 370,000 tested, 0.14% active; in the data active = activation above about 40%
NPR2 activator – GC-B (human) receptor activation; P20594; HEK293-GC-B cells, CNP EC30, cGMP TR-FRET; 0% at EC30 CNP, 100% saturating CNP; activation, % at 10 µM; 370,000 tested, 0.11% active; AID 1920062;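 active = activation at 10 µM reaching about 35% in either raw or pattern-adjusted values, limit read from the data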
An asterisk follows results filed as active; . = not tested or not shown.

SMILES | DDE Tn6 FP inh | ASAP1 inh | sPLA2-III inh | ADAM10 inh | FXN GAA850 act | rCAG RNA binder | ARFGAP1 inhibitor | KLK7 zymogen act | GC-A act | NPR2 activator
Cc1cc(O)c(NC(=O)c2ccc(Br)o2)cc1C | 1 | -7 | -3 | 3 | 9.3* | 2 | -1 | -0.6 | 6 | -5
COc1ccc(-n2c(-c3cccc(C)c3[N+](=O)[O-])n[nH]c2=S)cc1 | 1 | -1 | 2 | -2 | 1.4 | 8 | 1 | 0.2 | -1 | -2
COc1ccccc1OCCCn1c(=O)oc2ccccc21 | 3 | -8 | -3 | 0 | 3.3 | -4 | -2 | 0.1 | -5 | -4
COc1ccccc1Nc1nc(NCC(C)C)nc(N)c1[N+](=O)[O-] | 3 | -2 | -7 | 6 | 3.5 | 7 | 5 | 0.9 | 18 | -5
COc1ccc(NC(=O)N(C)C[C@H]2Oc3ccc(NC(=O)Cn4cnnn4)cc3C(=O)N([C@H](C)CO)C[C@@H]2C)cc1 | 1 | 2 | 9 | -9 | -0.9 | 6 | -5 | -0.3 | 0 | -8
CN/N=C(\Cc1nc2ccccc2[nH]1)c1ccc([N+](=O)[O-])cc1 | 0 | -2 | 0 | -6 | -0.6 | 8 | -11 | -0.3 | -6 | -2
COc1ccccc1NC(=O)C1C2C=CC3(CN(Cc4cccnc4)C(=O)C13)O2 (configuration not stated) | 8 | -15 | 7 | -5 | 4.5 | 0 | 1 | 0.7 | 3 | 3
CC(=O)c1ccc(Sc2ccccc2)cc1 | -5 | -5 | 2 | 3 | 1.2 | 1 | 0 | 0.4 | 5 | 3
COc1ccccc1N(C)S(=O)(=O)c1ccc(Cl)c(C(=O)NCc2ccco2)c1 | -6 | 0 | -3 | -4 | 1.6 | 8 | -10 | 0.6 | -6 | 3
Cc1cc(NC(=O)CCC(=O)N(C(C(=O)NC(C)(C)C)c2ccccc2Cl)C(C)(C)C)no1 (configuration not stated) | 5 | 0 | -5 | 1 | -2.1 | -3 | -7 | -0.3 | 2 | 2
CCS(=O)(=O)NCCc1csc(-c2ccc(OC)c(OC)c2)n1 | -4 | 6 | 12 | -217 | 0.7 | -5 | 6 | -0.5 | 1 | -11
COc1ccc(S(=O)(=O)Nc2ccc3c(c2)C(=O)N([C@H](C)CO)C[C@H](C)[C@@H](CN(C)C(=O)Nc2ccc(F)cc2)OCCCC[C@H](C)O3)cc1 | -2 | 3 | -9 | -1 | -11 | 10 | 10 | 0.2 | 1 | 0
CCC(C)[C@H](NC(=O)OC(C)(C)C)C(=O)N/N=C/c1ccc2nccnc2c1 (some centres not stated) | -10 | 4 | 3 | -7 | 2.5 | -2 | 0 | 0.9 | -2 | -1
C=CCc1cccc2cc(C(=O)N3CCN(C(=O)c4ccco4)CC3)c(=O)oc12 | 4 | 8 | 2 | -28 | 4.2 | 2 | -3 | 0.6 | 2 | -2
Cn1nccc1NC(=O)CSCC(=O)O | 6 | -5 | 2 | -3 | 0.4 | 1 | -6 | 0.1 | 4 | 4
COc1ccc(C2Nc3ccccc3C(=O)N2NS(=O)(=O)c2ccccc2)cc1OC (configuration not stated) | 3 | 4 | 1 | -241 | 0.8 | -2 | 3 | 17* | 2 | 0
COc1cc(/C=N/NC(=O)Cn2cnc3c2c(=O)n(C)c(=O)n3C)ccc1O | -1 | -3 | 2 | -16 | 0.4 | -1 | 5 | -4.5 | 0 | -4
CCC(=O)Nc1ccc(N2CCN(C(=O)c3ccco3)CC2)c(Cl)c1 | 1 | -10 | -3 | 2 | -1.0 | -4 | -9 | 0.1 | 2 | 0
CCCn1c(C(C)Nc2nc(-c3ccc(C)cc3)cs2)nc2cc(Cl)c(Cl)cc21 (configuration not stated) | 8 | 3 | -11 | 1 | 0.0 | 2 | -6 | 0.5 | -6 | -17
O=C1NC[C@H](CCCCN2C[C@H](Cc3ccc(O)cc3)N(CCc3ccccc3)C(=O)C2=O)N(CCC2CCCCC2)C1=O | 2 | 2 | -11 | 1 | . | 5 | -7 | 0.6 | 3 | 2
O=C(CC(SCCO)c1ccc2c(c1)OCO2)c1cccs1 (configuration not stated) | 1 | 6 | 7 | -2 | 4.0 | -4 | 8 | 14* | -6 | -2
COC(=O)CNC(=O)CSc1nc(N)cc(=O)[nH]1 | 3 | -7 | 0 | -8 | 1.6 | -1 | -6 | 0.1 | 1 | 6
COc1cc(C(=O)Nc2ccc(-n3cnnn3)c(C)c2)cc(OC)c1OC | -2 | -8 | 1 | 4 | -2.0 | -4 | 12 | -0.3 | 3 | 5
COc1ccc(Cc2c(O)nc(SCC(=O)NC(C)(C)C)[nH]c2=O)cc1 | 6 | 8 | -3 | 3 | 0.9 | -2 | 1 | 0.2 | 0 | 4
CCOC(=O)/C(C#N)=C\c1ccc(N2CCN(C)CC2)cc1 | -2 | 2 | 0 | -2 | 1.5 | -1 | 2 | -0.4 | 0 | 4
COc1cc(C2NC(=O)NC(C)=C2C(C)=O)cc(OC)c1OC (configuration not stated) | 5 | 2 | 1 | 9 | -2.0 | -1 | -3 | -0.3 | -1 | -6
COc1ccc(C2=NOC(C(=O)NCc3ccco3)C2)cc1 (configuration not stated) | 4 | 5 | 3 | 1 | -3.4 | 4 | -3 | 0.3 | -3 | 2
CCOC(=O)c1cccc(N2C(=O)C3C(C(=O)NC4CC4)C4(C)C=CC3(O4)C2C(=O)NC(C)(C)C)c1 (configuration not stated) | 1 | -9 | -4 | 1 | -3.2 | -1 | -7 | 0.2 | 4 | 5
CCc1ccccc1NC(=O)CCc1nc(-c2ccc(C)cc2)no1 | 0 | -8 | -1 | 13 | 0.9 | -5 | -7 | 0.1 | -1 | 0
COc1ccc(C2NC(=O)NC(C)=C2C(=O)Nc2cccc(C)c2C)cc1 (configuration not stated) | -2 | 10 | -8 | -2 | -1.1 | 4 | 5 | 0.1 | -3 | 2
Cc1cc(F)ccc1S(=O)(=O)NCC(c1ccc2c(c1)OCO2)N1CCOCC1 (configuration not stated) | -4 | 14 | -8 | -10 | 0.2 | -6 | 12 | -0.4 | 3 | -2
CCOC(=O)c1sc(NC(=S)NC(=O)c2cccc(OC)c2)nc1C | -2 | 1 | 1 | 2 | 2.8 | 5 | -1 | -0.3 | -2 | -2
C/C(=N/NC(=O)c1ccc(Cl)s1)c1ccc(NC(=O)COc2ccc(Cl)cc2)cc1 | -5 | 6 | 6 | -6 | 0.1 | 2 | -3 | -1.2 | -1 | -8
CCN(CC)C(=O)CSC(=Nc1ccccc1F)NC#N | 3 | 5 | -13 | -25 | 3.9 | 9 | 2 | -0.3 | 3 | 4
Cc1cc(C)n(CCC(=O)N2CCN(S(=O)(=O)c3ccccc3)CC2)n1 | 8 | -15 | -2 | -9 | 0.5 | 0 | 0 | -0.1 | -1 | 3
CC1(C)CN(C2CCCCC2)C(=O)[C@H]1CC(=O)Nc1ccccc1 | 4 | -2 | 3 | -6 | -0.7 | -3 | -1 | 0.3 | 3 | 1
CCOc1ccc(N2C(=O)CC(N3CCN(c4ccccc4F)CC3)C2=O)cc1 (configuration not stated) | -4 | 7 | 2 | -7 | 0.2 | -6 | 1 | 0.3 | 1 | -2
CN(C)c1ccc(-c2nnn(CC(=O)Nc3ccc4c(c3)OCCO4)n2)cc1 | -7 | -3 | -1 | -25 | 0.6 | 3 | 8 | -7.4 | -7 | -5
Cc1cc(-n2nc(C)cc2C)n2nc(C)c(-c3ccccc3)c2n1 | -1 | -4 | -2 | -8 | 0.1 | -2 | 2 | -0.5 | -4 | -2
CCOc1ccccc1N1CCN(C(=S)NCc2ccccc2)CC1 | -3 | -5 | 12 | 0 | -0.4 | 0 | -4 | 0.9 | 3 | 3
O=C1c2cccc3cccc(c23)C(=O)N1CC1CCN(CC(O)COc2ccc3ccccc3c2)CC1 (configuration not stated) | 3 | 12 | -24 | -87 | -4.3 | 11 | 18 | -6.2 | -7 | -3
O=C(Nc1ccc(N2CCOCC2)cc1)c1cccc(S(=O)(=O)N2CCCCCC2)c1 | -7 | 2 | 1 | -5 | 0.2 | -7 | 5 | -0.1 | -2 | -1
COc1ccc(/C=C/C(=O)N2CC(C)OC(C)C2)cc1OC (configuration not stated) | -2 | -3 | -1 | -42 | 0.0 | -6 | -9 | 1.0 | 0 | -1
O=C(/C=C/c1c(F)cccc1Cl)NCCCN1CCOCC1 | -1 | -5 | 2 | 11 | 0.9 | 3 | 13 | 0.1 | 3 | 6
O=C(O)c1n[nH]c2ccccc12 | 7 | -16 | 2 | 9 | -1.7 | 0 | 9 | -0.5 | 2 | 5
Cc1ccc(C(=O)C(C)OC(=O)c2cc(=O)[nH]c3ccccc23)cc1 (configuration not stated) | 8 | 3 | 1 | -39 | 0.1 | 3 | -1 | -18 | 0 | 4
CNc1nc(N)c([N+](=O)[O-])c(N2CCCCCC2)n1 | -7 | 2 | -2 | 2 | 4.1 | -2 | 16 | 0.2 | 10 | 9
